# Screening data deposited in PubChem BioAssay by several laboratories.
# DAGLB inh: diacylglycerol lipase beta (human) inhibition. Q8NCG7. HEK293T DAGLB membrane lysate, EnzChek fluorogenic substrate. inhibition, % at 5.17 µM. 0.059% of 340,000 active; in the data active means inhibition above about 34%;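 further: 0% = enzyme with vehicle and 100% = wells lacking enzyme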
# Target sequence (Q8NCG7 whole entry, looked up): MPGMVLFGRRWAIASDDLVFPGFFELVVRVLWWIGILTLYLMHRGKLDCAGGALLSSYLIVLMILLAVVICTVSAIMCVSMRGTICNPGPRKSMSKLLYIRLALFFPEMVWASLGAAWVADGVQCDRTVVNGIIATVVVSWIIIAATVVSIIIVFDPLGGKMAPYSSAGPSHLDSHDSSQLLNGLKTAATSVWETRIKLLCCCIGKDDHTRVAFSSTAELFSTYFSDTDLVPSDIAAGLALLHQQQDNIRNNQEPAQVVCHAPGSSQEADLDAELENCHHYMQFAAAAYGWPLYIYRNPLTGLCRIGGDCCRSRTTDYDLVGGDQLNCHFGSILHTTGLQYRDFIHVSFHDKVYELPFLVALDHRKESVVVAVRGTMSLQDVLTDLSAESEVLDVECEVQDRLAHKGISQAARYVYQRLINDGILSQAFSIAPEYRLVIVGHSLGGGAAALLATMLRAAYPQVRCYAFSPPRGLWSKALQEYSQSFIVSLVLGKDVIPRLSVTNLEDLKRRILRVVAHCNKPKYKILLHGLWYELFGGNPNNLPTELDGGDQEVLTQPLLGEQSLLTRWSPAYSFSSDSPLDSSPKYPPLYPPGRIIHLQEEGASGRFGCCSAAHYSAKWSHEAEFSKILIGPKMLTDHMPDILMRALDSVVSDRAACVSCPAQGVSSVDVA
# PKA-R1A act: activates the PKA-R1A holoenzyme complex; PKA-R1A dissociation, Cy5-IP20 fluorescence polarization; scaled: DMSO 0%, 113 µM cGMP 100%; activation, % at 11.4 µM; 0.083% of 340,000 active;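 active means percent activation above the mean of all tested compounds plus 3 SD, cut at about 19% in these data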;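 further: higher means more PKAc released from R1A so a rise in polarization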
# PKA-R2B activ: activates the human PKA-R2B holoenzyme complex | PKA-R2B holoenzyme dissociation, Cy5-IP20 fluorescence polarization; R2B truncated from residue 108, S112A mutant; 0% DMSO only, 100% 113 µM cGMP | activation, % at 11.4 µM | 0.079% of 340,000 active | AID 504700;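 active means activation above a cutoff set at the mean over all compounds plus 3 SD, cut at about 18% in these data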;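 further: higher means more holoenzyme dissociation and a rise in polarization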
# Target sequence (P31323 whole entry, looked up, other chains not shown, the tested form may be a part): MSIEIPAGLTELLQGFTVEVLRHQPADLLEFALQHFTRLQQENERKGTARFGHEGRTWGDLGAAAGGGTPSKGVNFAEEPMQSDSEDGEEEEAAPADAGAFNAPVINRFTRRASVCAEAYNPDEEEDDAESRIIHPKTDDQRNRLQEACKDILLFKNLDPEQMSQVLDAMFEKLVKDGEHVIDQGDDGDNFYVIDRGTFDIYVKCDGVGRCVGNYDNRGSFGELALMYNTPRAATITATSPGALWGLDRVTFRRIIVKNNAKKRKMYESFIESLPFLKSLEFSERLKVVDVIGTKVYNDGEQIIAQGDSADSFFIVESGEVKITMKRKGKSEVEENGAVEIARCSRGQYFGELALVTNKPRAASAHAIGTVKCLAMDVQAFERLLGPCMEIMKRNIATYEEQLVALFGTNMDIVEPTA
# V-ATPase pHluor: alters yeast V-ATPase proton transport. 0.37% of 350,000 active. AID 504577. S. cerevisiae, pHLuorin cytosolic pH fluorescence. response, % at 10 µM; in the data active means response mostly above about 7.3%, no sharp cut-off; inactive means mostly below about 5.4%; further: actives read high; inactives centre near 0; some compounds called inactive have numbers as strong as hits; reference of the scale not given here
# HTR5A ag ctr: HTR5A agonism, opioid heterodimer counter-screen; 0.61% of 340,000 active; activation, % at 9.3 µM; AID 504692; HTR5A agonist assay, luminescence, cell-based; P47898; in the data active means activation mostly above about 9.5%, no sharp cut-off; inactive means mostly below about 7.6%;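 further: 0% = cells with vehicle only and 100% = reference agonist; strong numbers were not always called active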
# OPRM1-OPRD1 inv: mu-delta opioid heterodimer inverse agonism; cell-based MOR-DOR heterodimer luminescence; inhibition, % at 9.3 µM; 0.21% of 340,000 active; AID 504357; in the data active means inhibition above about 22%, passing the limit was not always enough;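 further: 0% = cells with DMSO and 100% = wells without cells with DMSO; values of inactives mirror those of a sister screen read the other way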
# HTR5A inv ag: inverse agonist of human HTR5A in OPRM1-OPRD1 counter-screen | P47898 | HTR5A cell line, luminescence, inverse agonism | inhibition, % at 9.3 µM | 0.083% of 340,000 active | AID 504634; in the data active means inhibition mostly above about 23%, no sharp cut-off; inactive means mostly below about 18%;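 further: 0% = cells with DMSO and 100% = no-cell wells with DMSO; some compounds called inactive have numbers as strong as hits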
# OPRM1-OPRD1 ag: OPRM1-OPRD1 heterodimerization agonism; P35372+P41143; cells, luminescence; activation, % at 9.3 µM; 0.3% of 340,000 active; AID 504326; in the data active means activation above about 18%;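 further: 0% = vehicle-treated cells and 100% = reference agonist; values of inactives mirror those of a sister screen read the other way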
# Pemphigus Ab inh: inhibitors of pemphigus antibody binding to human desmoglein-3 | DSG3-coupled beads, scFv-anti-DSG3-GFP binding, flow cytometry; hits give low values | 0.48% of 310,000 active | P32926 | binding (percent of control), % at 10 µM | AID 588358;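 active means binding more than 3 SD below its plate's average and above zero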;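 further: hits lower antibody fragment binding to DSG3; some compounds called inactive have numbers as strong as hits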
# Arrestin-AP2 inh: inhibitors of human beta-arrestin and AP2 interaction. 0.31% of 340,000 active. AID 504490. FITC-arrestin peptide / GST-AP2 beads, flow cytometry; AP2 beta2 appendage carries R879A mutation. inhibition, % at 10 µM;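 active means inhibition above a set limit, near 3 SD of compounds lacking own fluorescence, cut at about 54% in these data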;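 further: plate controls were DMSO wells for no effect and 5 µM unlabelled arrestin peptide for full effect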
#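 test system = AP2 appendage R879A on GSH beads | buffer or medium = PBS plus Tween 20 (0.05%) and BSA (0.1%) | incubation = 12 min plus 1 h, RT | detection = bead flow cytometry, FITC channel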
# Active calls of the source: *; · = not tested or not shown.
SMILES,DAGLB inh,PKA-R1A act,PKA-R2B activ,V-ATPase pHluor,HTR5A ag ctr,OPRM1-OPRD1 inv,HTR5A inv ag,OPRM1-OPRD1 ag,Pemphigus Ab inh,Arrestin-AP2 inh
O=Cc1cnc(N2CCN(Cc3ccccc3)CC2)s1,-4,-8,4,1,10,17,-31,-3.1,98,-10
Cc1cc2cc(C#N)c(SCC(=O)Nc3nonc3C)nc2cc1C,-2,1,1,9,10,-11,-24,2.0,92,-5
COC(=O)CN1C(=O)C(O)(CC(=O)c2ccc(C)cc2)c2cc(Br)ccc21 (stereo unspecified),0,-7,-3,-1,-3,17,8,-3.3,101,3
Cc1c(OCC(=O)NCCCN2CCOCC2)ccc2c3c(c(=O)oc12)CCCC3,1,1,9,6,1,11,18,-2.2,98,-8
Cc1ccccc1NC(=O)Cc1nnc(NC(=O)Nc2ccccc2F)s1,-2,-2,-3,1,-4,-9,-26,1.8,91,40
Cc1cc(C(=O)N2CCN(c3ncccn3)CC2)sc1-c1ccccc1,-4,-14,-12,-1,4,5,-10,-0.9,97,11
COc1ccc(C(=O)N(NC(=O)Oc2ccccc2)C(C)(C)C)cc1,-2,-1,5,3,-1,-2,2,0.4,105,16
COC(=O)c1ccccc1NC(=O)Cn1c(=O)n(Cc2ccccc2)c(=O)c2c(C)c(C)sc21,-5,1,-7,3,6,6,-6,-1.1,123,-6
COc1ccc(CCNCC(O)COc2cccc(Br)c2)cc1 (stereo unspecified),-3,0,16,-1,1,-2,-3,0.4,102,6
CCOC(=O)/C(=C\c1ccc(Cl)cc1)c1nc2sc(C)c(C)c2c(=O)[nH]1,9,-2,5,-2,1,-29,-5,5.5,101,3
CCCCN(CC)Cc1c(O)ccc2c(-c3ccccc3)cc(=O)oc12,0,-2,-2,-1,3,5,-8,-1.0,101,4
CCC(C)N(C(=O)Cn1c(Cl)nc2c1c(=O)n(C)c(=O)n2C)C1CCS(=O)(=O)C1 (stereo unspecified),-1,-1,-4,-2,·,·,·,·,102,31

# Some of the entries so far, with values under each structure.
# The line under a structure holds: DAGLB inh	PKA-R1A act	PKA-R2B activ	V-ATPase pHluor	HTR5A ag ctr	OPRM1-OPRD1 inv	HTR5A inv ag	OPRM1-OPRD1 ag	Pemphigus Ab inh	Arrestin-AP2 inh
Cc1cc(C(=O)N2CCN(c3ncccn3)CC2)sc1-c1ccccc1
    -4	-14	-12	-1	4	5	-10	-0.9	97	11
COC(=O)CN1C(=O)C(O)(CC(=O)c2ccc(C)cc2)c2cc(Br)ccc21 (stereo unspecified)
    0	-7	-3	-1	-3	17	8	-3.3	101	3
CCC(C)N(C(=O)Cn1c(Cl)nc2c1c(=O)n(C)c(=O)n2C)C1CCS(=O)(=O)C1 (stereo unspecified)
    -1	-1	-4	-2	·	·	·	·	102	31
Cc1ccccc1NC(=O)Cc1nnc(NC(=O)Nc2ccccc2F)s1
    -2	-2	-3	1	-4	-9	-26	1.8	91	40
CCCCN(CC)Cc1c(O)ccc2c(-c3ccccc3)cc(=O)oc12
    0	-2	-2	-1	3	5	-8	-1.0	101	4

# 2 compounds picked at random from the list so far, as already listed:
SMILES,DAGLB inh,PKA-R1A act,PKA-R2B activ,V-ATPase pHluor,HTR5A ag ctr,OPRM1-OPRD1 inv,HTR5A inv ag,OPRM1-OPRD1 ag,Pemphigus Ab inh,Arrestin-AP2 inh
Cc1ccccc1NC(=O)Cc1nnc(NC(=O)Nc2ccccc2F)s1,-2,-2,-3,1,-4,-9,-26,1.8,91,40
CCOC(=O)/C(=C\c1ccc(Cl)cc1)c1nc2sc(C)c(C)c2c(=O)[nH]1,9,-2,5,-2,1,-29,-5,5.5,101,3

# Other structures:
SMILES,DAGLB inh,PKA-R1A act,PKA-R2B activ,V-ATPase pHluor,HTR5A ag ctr,OPRM1-OPRD1 inv,HTR5A inv ag,OPRM1-OPRD1 ag,Pemphigus Ab inh,Arrestin-AP2 inh
O=C(O)Cc1n[nH]c(=O)c2ccccc12,-1,-9,-5,-2,2,8,-6,-1.4,101,18
COc1ccc(NC(=O)CSc2nccn2Cc2ccco2)cc1,2,9,-1,2,0,8,5,-1.4,103,-8
Cc1cc(Cl)ccc1C(=O)C1CCCN(C(=O)c2cc(C(C)C)no2)C1 (stereo unspecified),-5,-2,-8,0,-1,-7,2,1.3,109,49
COc1ccc(CCN(C)C(=O)c2ccc3c(=O)n4c(nc3c2)CCCCC4)cc1OC,-1,8,1,-2,3,12,0,-3.1,101,0
COC(=O)c1[nH]c2ccc(Br)cc2c1NC(=O)CN1CCCc2ccccc21,0,2,-9,2,7,-4,-3,0.8,·,0
CCOC(=O)C1(Cc2ccccc2)CCCCCC1=O (stereo unspecified),-3,0,4,-5,-1,-2,5,0.4,·,9
CCCCOc1ccc(N(CC(=O)NCC2CCCO2)C(=O)CCC(=O)Nc2nccs2)cc1 (stereo unspecified),1,5,-2,-1,4,10,-9,-1.9,100,-10
O=C(NC12CC3CC(CC(C3)C1)C2)N1CCN(c2ccccc2)CC1,0,-2,-3,1,-1,4,-1,-0.8,118,-5
CC(C)(C)NCc1cc(Cl)ccc1OCc1ccccc1F,2,-7,-9,0,0,0,14,0.0,110,-5
COc1cc(OC)nc(NC2OC(=O)c3ccccc32)n1 (stereo unspecified),-2,13,7,1,1,7,-3,-1.5,106,37
O=C(COc1ccc([N+](=O)[O-])cc1Cl)N1CCOCC1,3,-12,-10,3,2,2,-8,-0.4,92,-4
O=C(O)CCCNC1=NCCC1,-1,-3,-1,4,0,-1,-2,0.1,104,1
Cc1ccc(C2=NN(C(=O)CCC(=O)O)C(c3cn(-c4ccccc4)nc3-c3ccc(C)cc3)C2)cc1 (stereo unspecified),2,0,4,-6,-5,20,-4,-4.3,104,5
CN(CCOc1ccccc1)C(=O)C1CCC(=O)N(CCN2CCOCC2)C1 (stereo unspecified),-1,-8,2,0,1,12,-15,-2.2,113,19
Cc1ccc(S(=O)(=O)N(C)c2ccc3ccccc3c2)cc1,-11,1,-8,1,-1,-13,4,2.6,96,1
Cc1ccc(NC(=O)CCC(C(=O)O)N2C(=O)c3ccccc3C2=O)cc1 (stereo unspecified),0,-2,2,4,4,17,0,-3.0,123,9
O=C(NCc1ccc(N2CCCC2=O)cc1)c1ccc(F)cc1,-2,-2,-5,0,-2,10,13,-2.0,98,-24
Cc1ccc(NC(=O)CCn2cnc3ccccc3c2=O)cc1Cl,-1,-3,2,-4,4,4,-10,-0.7,75,26
CCC(C)NC(=O)c1ccc(NS(=O)(=O)c2ccc3[nH]c(=O)[nH]c3c2)cc1 (stereo unspecified),3,-13,9,-1,0,5,6,-1.1,104,-11
O=C(OC(C(=O)NCC1CCCO1)c1ccccc1F)c1ccco1 (stereo unspecified),1,0,-4,3,1,13,-2,-2.1,·,2
COc1cccc(/C=N/NC(=O)Cn2nc(C)c([N+](=O)[O-])c2C)c1O,1,-8,-4,0,0,16,18,-3.0,94,5
O=C(N[C@@H](Cc1ccccc1)C(=O)OCc1ccccc1)c1nc[nH]c1C(=O)N1CCc2ccccc2C1,-7,-3,-7,5,3,-54,-19,12,110,27
Cc1cc(SCC(=O)Nc2ccc(O)cc2)n2nc(C)c(-c3ccccc3)c2n1,-4,-8,-5,1,5,1,5,-0.1,89,9
Cc1ccc(C(=O)/C=C/c2c[nH]c3ccccc23)cc1,-4,4,-2,2,4,-13,1,2.3,108,9
COc1cc(CCC(=O)Nc2cc(C)cc(C)c2)cc(OC)c1OC,-2,6,-3,-1,3,7,-8,-1.2,98,13
Cc1cc(C(=O)CN2C(=O)C(=O)N(Cc3ccccc3)C2=O)c(C)n1Cc1ccc(F)cc1,-4,-12,0,0,0,7,-1,-1.8,94,-7
O=C(NCC1CCCO1)C1CCCN(c2ncccn2)C1 (stereo unspecified),-6,-7,-1,-4,0,6,-15,-1.2,93,21
CCCCCC(=O)N1C[C@@H](n2cc(COC(=O)c3ccccc3)nn2)[C@H](O)C[C@@H]1c1ccc(Cl)cc1,0,-7,7,-1,·,·,·,·,·,·
c1ccc2c(c1)oc1c(NCCCn3ccnc3)ncnc12,0,0,10,0,2,11,-25,-1.9,105,21
CN1CCN(NS(=O)(=O)c2ccc(Cl)s2)CC1,4,0,5,3,2,4,-2,-0.7,97,16
CCN(CC)CCCN1C(=O)C(=O)/C(=C(/O)c2ccc3c(c2)OCCO3)C1c1ccco1 (stereo unspecified),0,4,1,3,2,16,12,-3.1,102,5
Cc1ccc(Sc2ccc(C(=O)N(C)C)cc2[N+](=O)[O-])cc1,-3,3,6,0,-5,9,6,-1.7,95,46
COC1CCCN(Cc2c(C(=O)N3CCc4ccccc4C3)nc3ccc(Cl)cn23)C1 (stereo unspecified),-5,0,2,-1,-1,2,7,-0.4,101,26
O=C(CSc1ccc(-c2ccccc2)nn1)NC1CCCCC1,-1,-3,-1,1,-3,-2,10,0.3,101,63*
COC(=O)C1=C(N)Oc2cc(C)n(Cc3cccnc3)c(=O)c2C1c1ccc(OC)c(OC)c1OC (stereo unspecified),-1,1,9,1,-1,0,12,0.1,102,10
COc1ccc(C(C#N)Nc2ccc(C)cc2)cc1 (stereo unspecified),0,-5,4,3,3,7,2,-1.3,102,-4

# Structures shown so far that contain a cyano group:
SMILES,DAGLB inh,PKA-R1A act,PKA-R2B activ,V-ATPase pHluor,HTR5A ag ctr,OPRM1-OPRD1 inv,HTR5A inv ag,OPRM1-OPRD1 ag,Pemphigus Ab inh,Arrestin-AP2 inh
Cc1cc2cc(C#N)c(SCC(=O)Nc3nonc3C)nc2cc1C,-2,1,1,9,10,-11,-24,2.0,92,-5
COc1ccc(C(C#N)Nc2ccc(C)cc2)cc1 (stereo unspecified),0,-5,4,3,3,7,2,-1.3,102,-4

# Three of the entries above in order of the Arrestin-AP2 inh value, highest first:
molecule | Arrestin-AP2 inh
O=C(CSc1ccc(-c2ccccc2)nn1)NC1CCCCC1 | 63*
c1ccc2c(c1)oc1c(NCCCn3ccnc3)ncnc12 | 21
COc1cc(CCC(=O)Nc2cc(C)cc(C)c2)cc(OC)c1OC | 13

# Additional structures.
SMILES,DAGLB inh,PKA-R1A act,PKA-R2B activ,V-ATPase pHluor,HTR5A ag ctr,OPRM1-OPRD1 inv,HTR5A inv ag,OPRM1-OPRD1 ag,Pemphigus Ab inh,Arrestin-AP2 inh
Cc1n[nH]c(=O)n(N=Cc2cccs2)c1=O,-5,9,-3,-3,·,·,·,·,107,·
CCn1c(SCC(=O)Nc2nccs2)nnc1-c1cc2cccc(OC)c2o1,1,-1,-2,-1,0,10,-16,-1.8,85,-9
COCCN1CCC(CNCc2cn(-c3cc(C)ccc3C)nc2-c2ccccc2)C1 (stereo unspecified),1,-10,-5,-2,1,4,7,-0.6,113,5
CC(=O)C(C(C)=O)C1(O)C(=O)c2ccccc2C1=O,-15,-8,-4,2,-2,24,6,-4.5,114,-6
CCOC(=O)N1CCN(C(=O)c2ccc3nc(SCc4ccc(F)cc4)n(C)c3c2)CC1,4,-2,-5,5,1,-18,-42,3.2,107,8
C/C(=C/c1ccccc1)C(=O)N1CCC(C)CC1,2,-6,4,11*,7,4,-18,-0.8,120,40
CC1CCC(NC(=O)c2cc3ccccc3cc2O)CC1 (stereo unspecified),-6,-8,-6,5,3,-23,-8,6.0,101,-6
